High-throughput results from PubChem.
CHOP UPR activ: activators of apoptotic CHOP UPR arm, primary screen, cell-based, CHO-CHOP luciferase reporter, luminescence, uHTS. activation, % at 10 µM. UPR activation; percent of tunicamycin response over DMSO baseline. 0.34% of 330,000 active. AID 449763, 2010;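 active = at 10 µM dose, activation of 40% or more, normalized to positive control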;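 note: 100% = tunicamycin at 10 µg/mL and 0% = DMSO alone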
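System: CHO CHOP reporter cells. Amount: 500 cells per well. Buffer or medium: F12 medium, 10% FBS. Compound dosing: one dose, 10 µM in 0.5% DMSO. Incubation: 6 h compound exposure at 37 °C after overnight seeding. Technique: Steady-Glo luciferase luminescence. Benchmarks: tunicamycin and DMSO controls.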
APJ antag: antagonists of human apelin receptor APJ, primary screen, CHO-K1 cells, beta-arrestin complementation, luminescence | 0.32% of 330,000 active | inhibition, % at 20 µM;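 active = inhibition above about 40% at 20 µM, limit read from the data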;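 note: cells challenged with 10 nM apelin-13 agonist together with compound; plate controls were apelin-13 plus DMSO wells for no effect and DMSO wells lacking apelin-13 for full effect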
Mdm2-MdmX inh: inhibitors of human Mdm2-MdmX association, primary screen, cell-based, luminescence, split luciferase, SaOS-2, uHTS. Protein Mdm4 (Homo sapiens) + E3 ubiquitin-protein ligase Mdm2 (Homo sapiens), …. SaOS-2 split-luciferase Mdm2/MdmX complementation. inhibition, % at 8 µM. 3% of 330,000 active. AID 485346, 2010;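 active = inhibition of at least 50% at 8 µM in the primary screen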
Target sequence (O15151 whole entry, looked up): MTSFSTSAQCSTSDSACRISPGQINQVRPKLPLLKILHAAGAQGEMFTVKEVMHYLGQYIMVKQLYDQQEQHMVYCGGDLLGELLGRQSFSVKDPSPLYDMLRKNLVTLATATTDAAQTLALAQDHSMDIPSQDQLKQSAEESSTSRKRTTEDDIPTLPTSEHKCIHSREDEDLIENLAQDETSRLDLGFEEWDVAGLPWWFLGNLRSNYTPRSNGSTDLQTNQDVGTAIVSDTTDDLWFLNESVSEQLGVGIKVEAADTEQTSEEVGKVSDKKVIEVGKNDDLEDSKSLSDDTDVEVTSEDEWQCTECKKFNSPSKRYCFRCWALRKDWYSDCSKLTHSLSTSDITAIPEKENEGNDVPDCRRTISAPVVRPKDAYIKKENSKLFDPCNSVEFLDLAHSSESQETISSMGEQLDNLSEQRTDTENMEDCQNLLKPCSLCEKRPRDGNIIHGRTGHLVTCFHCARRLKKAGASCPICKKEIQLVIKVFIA
Target sequence (Q00987 whole entry, looked up): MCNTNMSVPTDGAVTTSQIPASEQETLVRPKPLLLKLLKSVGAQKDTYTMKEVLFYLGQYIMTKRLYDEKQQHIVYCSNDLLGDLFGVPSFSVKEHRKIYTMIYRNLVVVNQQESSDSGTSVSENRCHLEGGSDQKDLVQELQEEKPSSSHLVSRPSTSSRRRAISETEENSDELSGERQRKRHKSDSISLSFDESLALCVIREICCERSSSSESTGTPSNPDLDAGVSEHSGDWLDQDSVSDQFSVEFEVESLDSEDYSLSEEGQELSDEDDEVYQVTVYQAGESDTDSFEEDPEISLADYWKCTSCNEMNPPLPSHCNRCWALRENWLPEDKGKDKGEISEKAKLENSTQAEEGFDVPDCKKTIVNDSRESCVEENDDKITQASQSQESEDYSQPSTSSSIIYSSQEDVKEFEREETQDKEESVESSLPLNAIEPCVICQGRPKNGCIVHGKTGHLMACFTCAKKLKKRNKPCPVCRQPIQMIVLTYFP
APJ agonist: agonists of human apelin receptor APJ, primary screen, CHO-K1 cells, PathHunter beta-arrestin, luminescence. P35414. 0% DMSO wells, 100% apelin. activation, % at 20 µM. 0.11% of 330,000 active;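 active = activation more than six SD over the plate average, tested at 20 µM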;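 note: 0% = DMSO alone and 100% = apelin-13 at 10 nM; some results filed as inactive read as strong as hits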
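system = engineered CHO-K1 APJ arrestin reporter cells | input = 1000 cells per well | timing = overnight seeding, 90 min compound at 25 °C, 1 h detection | measured by = enzyme-fragment complementation luminescence | read-out = beta-arrestin recruitment to APJ as agonist activity, luminescent signal | control set = negative DMSO alone, positive Apelin-13 at 10 nM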
Jurkat NFkB inh: inhibitors of induced NF-kB luciferase reporter, primary screen, TCR NF-kB activation inhibitor project, cell-based, luminescence, uHTS; Jurkat, PMA/ionomycin-induced NF-kB luciferase reporter; AID 435003, 2010; inhibition, % at 4 µM; 0.53% of 330,000 active; in the data active = inhibition above about 50%
tim23-1 inh: growth inhibitors of tim23-1 mutant yeast, primary screen, luminescence, uHTS | AID 463212, 2010 | 1.3% of 330,000 active | S. cerevisiae tim23-1 growth, BacTiter-Glo luminescence, 24 h | inhibition, % at 20 µM;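 active = growth inhibition of the mutant yeast at or above 50%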;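 note: temperature-sensitive mutant grown at 25 °C; plate controls were DMSO-treated mutant yeast for no effect and medium wells lacking yeast for full effect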
UPR XBP1 act: activators of adaptive XBP1 UPR arm, primary screen, cell-based, CHO-XBP1 luciferase reporter, luminescence, uHTS | IRE1-XBP1 UPR activation; percent of tunicamycin response, DMSO as zero | activation, % at 20 µM | 0.33% of 330,000 active;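 active = versus positive control, 20 µM dose yields 30% or more activation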;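 note: 100% = tunicamycin at 10 µg/mL and 0% = DMSO only wells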
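Material: CHO-XBP1 cells stably carrying IRE1-XBP1-driven luciferase reporter | Medium: F12 with 10% serum | Compound dosing: 20 µM single concentration, DMSO 1% | Incubation: Overnight seeding at 37 °C, 6 h compound treatment at 37 °C | Detection: Steady-Glo luminescence read | Read-out basis: % activation of reporter signal versus tunicamycin and DMSO controls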
697 NFkB inh: inhibitors of PMA/ionomycin-induced NF-kB reporter, 697 cells, primary screen, B-cell NF-kB inhibitor project, cell-based, luminescence, uHTS; 0.33% of 330,000 active; 697 B-cell NF-kB luciferase reporter, 16 h; inhibition, % at 4 µM; in the data active = inhibition above about 35%
The depositor's hits bear a star. Rows are unselected. Share with any hit: about 5%.

Start of the listing, in advance, 3 compounds:
`CCOc1cc(C2Nc3ccccc3NC3=C2C(=O)CC(C)(C)C3)ccc1OC(C)=O` (stereo not drawn) gave CHOP UPR activ 4.2, APJ antag -8, Mdm2-MdmX inh -9, APJ agonist -1, Jurkat NFkB inh -7, tim23-1 inh -10, UPR XBP1 act -3 and 697 NFkB inh -19.
`Cc1cnc(NC(=O)CCNC(=O)c2ccc([N+](=O)[O-])cc2)s1` gave CHOP UPR activ -0.4, APJ antag 3, Mdm2-MdmX inh -2, APJ agonist -1, Jurkat NFkB inh 10, tim23-1 inh -8, UPR XBP1 act 5 and 697 NFkB inh -20.
C=CCSc1nnc(NC(=O)c2c(CC)noc2C)s1 was read as CHOP UPR activ -0.5, APJ antag 8, Mdm2-MdmX inh 8, APJ agonist 1, Jurkat NFkB inh -1, tim23-1 inh -3, UPR XBP1 act 1 and 697 NFkB inh 11.

All compounds of this part, from the first entry:
`CCOc1cc(C2Nc3ccccc3NC3=C2C(=O)CC(C)(C)C3)ccc1OC(C)=O` (stereo not drawn) gave CHOP UPR activ 4.2, APJ antag -8, Mdm2-MdmX inh -9, APJ agonist -1, Jurkat NFkB inh -7, tim23-1 inh -10, UPR XBP1 act -3 and 697 NFkB inh -19.
`Cc1cnc(NC(=O)CCNC(=O)c2ccc([N+](=O)[O-])cc2)s1` gave CHOP UPR activ -0.4, APJ antag 3, Mdm2-MdmX inh -2, APJ agonist -1, Jurkat NFkB inh 10, tim23-1 inh -8, UPR XBP1 act 5 and 697 NFkB inh -20.
C=CCSc1nnc(NC(=O)c2c(CC)noc2C)s1 was read as CHOP UPR activ -0.5, APJ antag 8, Mdm2-MdmX inh 8, APJ agonist 1, Jurkat NFkB inh -1, tim23-1 inh -3, UPR XBP1 act 1 and 697 NFkB inh 11.
Cc1ccc(-c2nc3ccccc3s2)cc1NC(=S)NC(=O)c1ccccc1 was read as CHOP UPR activ 6.1, APJ antag 38, Mdm2-MdmX inh -82, APJ agonist -4, Jurkat NFkB inh -92, tim23-1 inh 0, UPR XBP1 act 4 and 697 NFkB inh -175.
Screening CCN(CCO)c1nc(N2CCCCC2)c2cnn(C)c2n1 returned CHOP UPR activ 0.5, APJ antag 24, Mdm2-MdmX inh 21, APJ agonist -3, Jurkat NFkB inh 0, tim23-1 inh 33, UPR XBP1 act -3 and 697 NFkB inh -2.
Screening Cc1ccccc1NCCNc1ccccc1C returned CHOP UPR activ 4.1, APJ antag 5, Mdm2-MdmX inh 10, APJ agonist -6, Jurkat NFkB inh 8, tim23-1 inh -4, UPR XBP1 act 1 and 697 NFkB inh 18.
Screening Cc1[nH]c2ccccc2c1C(=O)C(=O)N1CCN(c2ccccc2Cl)CC1 returned CHOP UPR activ 1.4, APJ antag -9, Mdm2-MdmX inh 26, APJ agonist 0, Jurkat NFkB inh -23, tim23-1 inh 36, UPR XBP1 act -2 and 697 NFkB inh -9.
Screening Cc1onc(-c2ccccc2Cl)c1C(=O)NC(=S)NCC(=O)c1ccccc1 returned CHOP UPR activ 4.4, APJ antag -6, Mdm2-MdmX inh 10, APJ agonist -4, Jurkat NFkB inh -10, tim23-1 inh 11, UPR XBP1 act 4 and 697 NFkB inh -38.
O=C(O)c1ccc(NC(=S)NCc2ccccc2)cc1 was read as CHOP UPR activ 0.7, APJ antag 6, Mdm2-MdmX inh 10, APJ agonist 7, Jurkat NFkB inh 16, tim23-1 inh -3, UPR XBP1 act -4 and 697 NFkB inh -3.
`Cc1ccc(-n2nc3c(c2NC(=O)c2ccc4c(c2)OCO4)CSC3)c(C)c1` gave CHOP UPR activ 0.9, APJ antag 7, Mdm2-MdmX inh -18, APJ agonist -2, Jurkat NFkB inh 11, tim23-1 inh -17, UPR XBP1 act 1 and 697 NFkB inh 14.
For Cc1nc(Cl)c(C(=O)Nc2cccc(F)c2)c(C)c1Cl the results were CHOP UPR activ -0.4, APJ antag 0, Mdm2-MdmX inh 6, APJ agonist 0, Jurkat NFkB inh -5, tim23-1 inh 26, UPR XBP1 act 1 and 697 NFkB inh 10.
`COC(=O)c1ccc(NS(=O)(=O)c2ccc3[nH]c(=O)oc3c2)cc1` gave CHOP UPR activ 0.8, APJ antag 12, Mdm2-MdmX inh 26, APJ agonist 1, Jurkat NFkB inh 11, tim23-1 inh -3, UPR XBP1 act -2 and 697 NFkB inh 8.
Screening O=C(COC(=O)c1cc(NS(=O)(=O)c2cccs2)ccc1O)Nc1ccc(F)c(F)c1F returned CHOP UPR activ 0.6, APJ antag 0, Mdm2-MdmX inh -15, APJ agonist -3, Jurkat NFkB inh -10, tim23-1 inh 6, UPR XBP1 act -3 and 697 NFkB inh 8.
For CC1(C)CC(=O)C=C(C(=O)N2CCCC(C(=O)c3cccc(C(F)(F)F)c3)C2)O1 (stereo not drawn) the results were CHOP UPR activ 2.1, APJ antag 8, Mdm2-MdmX inh 8, APJ agonist 1, Jurkat NFkB inh 10, tim23-1 inh 12, UPR XBP1 act -3 and 697 NFkB inh -4.
COc1ccccc1NC(=O)c1ccccc1NC(=O)c1cccs1 was read as CHOP UPR activ 1.0, APJ antag -5, Mdm2-MdmX inh -10, APJ agonist 0, Jurkat NFkB inh -25, tim23-1 inh 26, UPR XBP1 act -2 and 697 NFkB inh 1.
For CCOC(=O)Cc1[nH]nc2c1C(C1C=CCCC1)C(C#N)=C(N)O2 (stereo not drawn) the results were CHOP UPR activ 2.7, APJ antag 6, Mdm2-MdmX inh 22, APJ agonist -6, Jurkat NFkB inh 13, tim23-1 inh 23, UPR XBP1 act -4 and 697 NFkB inh 3.
NC(=O)C1CCCN(CCc2ccccc2)C1 (stereo not drawn) was read as CHOP UPR activ -0.3, APJ antag 1, Mdm2-MdmX inh 13, APJ agonist -7, Jurkat NFkB inh -2, tim23-1 inh -5, UPR XBP1 act -5 and 697 NFkB inh 1.
CCN(CC)CCn1c2ccccc2c2nc3ccc([N+](=O)[O-])cc3cc21 was read as CHOP UPR activ 1.9, APJ antag -8, Mdm2-MdmX inh 78*, APJ agonist 0, Jurkat NFkB inh -7, tim23-1 inh 10, UPR XBP1 act 1 and 697 NFkB inh -100.
For COc1ccc(CN(C2CCCC2)S(=O)(=O)c2ccc(-n3cnnn3)cc2)cc1 the results were CHOP UPR activ -0.9, APJ antag 5, Mdm2-MdmX inh 28, APJ agonist -2, Jurkat NFkB inh 8, tim23-1 inh 34, UPR XBP1 act -2 and 697 NFkB inh -10.
`CCOc1ccccc1N1CCN(C(=O)CSc2ccc3c(c2)OCCO3)CC1` gave CHOP UPR activ -0.9, APJ antag 12, Mdm2-MdmX inh 15, APJ agonist -3, Jurkat NFkB inh 4, tim23-1 inh 29, UPR XBP1 act -2 and 697 NFkB inh 6.
Screening CCOC(=O)/C(C(=Nc1ccccc1)Nc1ccccc1)=C(\C)O returned CHOP UPR activ -0.9, APJ antag 15, Mdm2-MdmX inh 0, APJ agonist -4, Jurkat NFkB inh 6, tim23-1 inh 20, UPR XBP1 act -2 and 697 NFkB inh -15.
For O=C(Nc1cc(C(=O)N2CCOCC2)ccc1N1CCCC1)c1cccs1 the results were CHOP UPR activ 1.6, APJ antag -7, Mdm2-MdmX inh 7, APJ agonist -2, Jurkat NFkB inh 10, tim23-1 inh 13, UPR XBP1 act -2 and 697 NFkB inh -11.
For O=C(Nc1nccs1)c1cccnc1Cl the results were CHOP UPR activ 1.1, APJ antag 8, Mdm2-MdmX inh -21, APJ agonist -1, Jurkat NFkB inh -8, tim23-1 inh 5, UPR XBP1 act 2 and 697 NFkB inh -18.
`CC1(C)C2CCC1(C)C(OC(=O)c1ccccc1C(=O)O)C2` (stereo not drawn) gave CHOP UPR activ 1.4, APJ antag 15, Mdm2-MdmX inh 12, APJ agonist -2, Jurkat NFkB inh -4, tim23-1 inh 8, UPR XBP1 act -2 and 697 NFkB inh -4.
Screening COc1cccc(N/N=C/c2cccc(Br)c2O)c1 returned CHOP UPR activ 6.1, APJ antag -30, Mdm2-MdmX inh -49, APJ agonist -4, Jurkat NFkB inh -35, tim23-1 inh 58*, UPR XBP1 act 2 and 697 NFkB inh -7.
Screening COC(=O)c1cc(=O)n(-c2ccccc2)c(=Nc2ccccc2)s1 returned CHOP UPR activ 4.7, APJ antag 5, Mdm2-MdmX inh 14, APJ agonist 1, Jurkat NFkB inh 6, tim23-1 inh 73*, UPR XBP1 act 1 and 697 NFkB inh -1.
CCN(CC)C(=O)c1sc(NC(=O)C(Sc2ccccc2)c2ccccc2)c(C(=O)OC(C)C)c1C (stereo not drawn) was read as CHOP UPR activ 2.5, APJ antag 12, Mdm2-MdmX inh 58*, APJ agonist 1, Jurkat NFkB inh -2, tim23-1 inh 12, UPR XBP1 act 1 and 697 NFkB inh 1.
Screening COc1cccc(N2C(=O)/C(=C\c3cccs3)NC2=S)c1 returned CHOP UPR activ 1.4, APJ antag 30, Mdm2-MdmX inh 0, APJ agonist -6, Jurkat NFkB inh -4, tim23-1 inh 10, UPR XBP1 act 1 and 697 NFkB inh -18.
Screening CC(C)(C)c1ccc(CNC(=O)C2CCCN2C(=O)Nc2ccccc2)cc1 (stereo not drawn) returned CHOP UPR activ -3.6, APJ antag -29, Mdm2-MdmX inh -11, APJ agonist -2, Jurkat NFkB inh -7, tim23-1 inh 21, UPR XBP1 act -3 and 697 NFkB inh -8.
CS(=O)(=O)N(CC(=O)Nc1ccccc1C(=O)N1CCCC1)c1ccccc1Br was read as CHOP UPR activ 2.2, APJ antag -11, Mdm2-MdmX inh 26, APJ agonist 9, Jurkat NFkB inh 13, tim23-1 inh 7, UPR XBP1 act 2 and 697 NFkB inh -14.
Cc1ccc(CN2C(=O)CSC2c2ccccc2F)cc1 (stereo not drawn) was read as CHOP UPR activ -1.9, APJ antag -18, Mdm2-MdmX inh 10, APJ agonist -2, Jurkat NFkB inh 0, tim23-1 inh 1, UPR XBP1 act -2 and 697 NFkB inh -12.
C=CCNC(=S)N(C1CCCCC1)C1CCCCC1 was read as CHOP UPR activ -0.3, APJ antag -1, Mdm2-MdmX inh 10, APJ agonist 2, Jurkat NFkB inh -6, tim23-1 inh -12, UPR XBP1 act -1 and 697 NFkB inh 8.
CCCCn1cnc2c(cnn2-c2ccc(F)cc2)c1=O was read as CHOP UPR activ 6.4, APJ antag -9, Mdm2-MdmX inh -41, APJ agonist 0, Jurkat NFkB inh -43, tim23-1 inh 21, UPR XBP1 act 1 and 697 NFkB inh -48.
Screening COC(=O)c1ccc(NC(=O)C(=O)c2c[nH]c3ccccc23)cc1 returned CHOP UPR activ 3.0, APJ antag -2, Mdm2-MdmX inh -10, APJ agonist 0, Jurkat NFkB inh -35, tim23-1 inh 12, UPR XBP1 act 1 and 697 NFkB inh -39.
For CCOC(=O)Cc1csc(NC(=O)COc2ccc(OC)cc2)n1 the results were CHOP UPR activ 0.6, APJ antag -24, Mdm2-MdmX inh 3, APJ agonist -3, Jurkat NFkB inh -1, tim23-1 inh 3, UPR XBP1 act 0 and 697 NFkB inh 3.
Screening CCN(C(=O)CSc1nnc2nc(C)cc(C)n12)c1ccccc1 returned CHOP UPR activ 0.8, APJ antag 1, Mdm2-MdmX inh -29, APJ agonist -3, Jurkat NFkB inh -4, tim23-1 inh 18, UPR XBP1 act 0 and 697 NFkB inh 9.
